Source: PubChem BioAssay
P. falciparum M17LAP: P. falciparum M17LAP inhibitors, primary screen, biochemical, fluorogenic H-Leu-NHMec substrate, 1536-well (AID 1619); hit rate 0.38% among 220,000; recombinant M17LAP, H-Leu-NHMec fluorogenic kinetic assay; higher % means a stronger effect; one-dose inhibition, % at 30 µM; IC50 in µM for titrated hits;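 active = compound inhibiting the enzyme by more than half at any dose during confirmatory dose-response retesting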;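 also: plate controls were full reaction with DMSO carrier for no effect and no enzyme background for full effect; strong numbers were not always called active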
Dynein transport: inhibitors of GR-EGFP nuclear translocation, primary screen, dynein cargo transport inhibitor project, imaging, high-content, 3617.4 mouse cells; test concentration mostly 20 µM; stimulated with dexamethasone, 1 µM; hits give low values; z-score, hits read low; hit rate 0.47% among 220,000; AID 1381, 2008;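 active = plate z-score of nuclear minus cytoplasmic receptor signal below a set negative limit, without overly bright fluorescence or cell loss, cut at about -3.5 in these data, passing the limit was not always enough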;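 also: z-score of nuclear minus cytoplasmic ring GR-EGFP intensity difference per well; some compounds called inactive have numbers as strong as hits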
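Buffer or medium: Induction medium lacking tetracycline, stripped serum | Also added: Dexamethasone agonist, 1.0 µM final, for 30 min | Timing: 48 h induction, 1 h compound, 30 min dex at 37 °C | Detection: Formaldehyde fixation, Hoechst nuclear stain, 10x automated fluorescence imaging | Measure: Nuclear versus cytoplasmic GR-EGFP signal, averaged per well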
ER stress rescue: rescue of cells from ER stress-induced death, primary screen, 384-well, CSM14.1, thapsigargin, ATP luminescence (AID 1222) | CSM14.1 thapsigargin-induced death rescue, ATP luminescence; higher % means a stronger effect | 190,000 tested, under 10 active | cellular ATP content (survival), % at 20 µM, or EC50 in µM where a hit was titrated;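 active = EC50 below 50 µM in the dose-response confirmation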;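 also: death triggered by thapsigargin at about 15 µM added after 2 h compound pretreatment; cell ATP read after overnight thapsigargin exposure of roughly 18 to 22 hours; normalized against plate controls of thapsigargin alone and 5% DMSO vehicle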
MT stabilize HCS: microtubule stabilizers in HeLa cells, primary screen, imaging, high-content imaging; HeLa tubulin immunostaining HCS, 24 h; share of cells brighter than vehicle mean+2SD; % tubulin-high responders, % at 10 µM; hit rate 0.83% among 200,000;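 active = plate Z-score above 3 for both tubulin-high and condensed-nucleus cell shares, with cell loss under 80%, at 10 µM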;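 also: anti alpha tubulin signal scored within the nucleus-defined area of each cell; some results filed as inactive read as strong as hits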
Ins promoter up: insulin promoter activators in MIN6 cells, imaging, high-content screening, mouse beta cells; MIN6 insulin promoter-GFP reporter; hits give high values; z-score at 5 µM; hit rate 0.3% among 190,000; AID 1625, 2009;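 active = z-score above 3 at 5 µM with at least 500 cells counted in the well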
K1F lysis inhibition: inhibition of K1F phage lysis, E. coli UTI89, bacterial capsule biogenesis inhibitors, alamar blue (AID 488966) | E. coli UTI89 K1F phage lysis, alamar blue, 2 h; higher % means a stronger effect | inhibition, % at 100 µM; hits with a dose series show IC50 in µM | hit rate 0.02% among 340,000;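 active = phage lysis inhibition, versus mean bacterial control, above a set limit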;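 also: capsule biogenesis inhibitors block K1F phage lysis so surviving cells raise fluorescence; higher fluorescence means more inhibition of phage lysis; actives were called in the ten point dose series up to 300 µM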
Autophagy HCS: autophagy modulators in MEF cells, primary screen, imaging, high-content, MEF GFP-LC3 | MEF GFP-LC3 puncta imaging; test concentration mostly 10 µM | calls only at 10 µM (by protocol) | hit rate 0.98% among 190,000;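 active = percentage of spot-positive cells more than 3 SD above its plate mean, without a fluorescence outlier flag or 80% toxicity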;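 also: spot-positive cell cutoff set from DMSO-treated cells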
P. falciparum M1AAP: P. falciparum M1AAP inhibitors, biochemical, fluorogenic H-Leu-NHMec substrate, 1536-well (AID 1445); recombinant M1AAP, H-Leu-NHMec fluorogenic kinetic assay; higher % means a stronger effect; inhibition, % at 30 µM; hits with a dose series show IC50 in µM; hit rate 0.42% among 220,000;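 active = primary inhibition above the hit cutoff, then over 50% inhibition at one or more dose response concentrations, cut at about 23% in these data, passing the limit was not always enough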;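 also: plate controls were DMSO full reaction for no effect and no enzyme background for full effect; strong numbers were not always called active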
b-catenin transl: modulators of beta-catenin nuclear translocation, primary screen, imaging, HeLa cells, immunofluorescence, high-content; hit rate 0.3% among 190,000; AID 1665, 2009; nuclear translocation activity, % at 5 µM;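 active = nuclear translocation activity above 50% at 5 µM, with a well cell count of 50 or more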;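 also: per-cell ratio of nuclear to cytoplasmic median beta-catenin stain intensity; plate controls were DMSO negative control for no effect and GSK-3 inhibitor IX positive control for full effect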
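Assay system: human HeLa cells, native beta-catenin; doses: 5 µM primary, 0.02–20 µM confirmation; incubation: compound treatment 24 h, 37°C, 5% CO2; technique: fluorescence imaging of beta-catenin antibody stain plus DAPI; measure: % activation, nuclear-to-cytoplasmic median beta-catenin signal ratio per cell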
Dynein transport cytoplasmic EGFP: also measured in Dynein transport; calls as there; z-score; measured here: cytoplasmic GR-EGFP intensity; hits give high values
Dynein transport nuclear GR-EGFP: recorded beside Dynein transport, whose call it bears; z-score; measured here: nuclear GR-EGFP intensity;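 lower value marks the stronger effect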
Dynein transport cell count: further read-out of Dynein transport, marked with its call; z-score; measured here: cell count per field
Ins promoter up cell count: recorded beside Ins promoter up, whose call it bears; cell count; measured here: cytotoxicity, nuclei count;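 total cells summed across four imaged fields per well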
b-catenin transl cell count 5 µM: second read-out of b-catenin transl, no call of its own (marks repeat the call); cell count; measured here: cell count, cytotoxicity flag
MT stabilize HCS Hoechst-high %: second read-out of MT stabilize HCS, no call of its own (marks repeat the call); % Hoechst-high responders; measured here: nuclear condensation Hoechst responders;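 share of cells brighter than vehicle mean plus two SD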
MT stabilize HCS cytotoxicity %: recorded beside MT stabilize HCS, whose call it bears; toxicity, %; measured here: cytotoxicity by cell density;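 0% = mean cell density of plate MIN control wells and 100% = no cells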
Autophagy HCS cell loss 18 h: further read-out of Autophagy HCS, marked with its call; toxicity, %; measured here: cell loss, nuclei count;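 cell loss after 18 h compound exposure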
* hit, by the source's call; i = inactive; nt = no result given; [ ] = remark or other dose.

SMILES | P. falciparum M17LAP | Dynein transport | Dynein transport cytoplasmic EGFP | Dynein transport nuclear GR-EGFP | Dynein transport cell count | ER stress rescue | MT stabilize HCS | MT stabilize HCS Hoechst-high % | MT stabilize HCS cytotoxicity % | Ins promoter up | Ins promoter up cell count | K1F lysis inhibition | Autophagy HCS | Autophagy HCS cell loss 18 h | P. falciparum M1AAP | b-catenin transl | b-catenin transl cell count 5 µM
Cc1ncc([N+](=O)[O-])n1CC(=O)NCCc1ccccc1 | 2% | -0.78 | -0.29 | -0.4 | 1 | 0.4% | 6.1 | 1.6 | 6.3 | -0.06 | 1357 | -0.1% | i | 23 | 6% | -4.1 | 1156
COC(=O)c1[nH]c2cc(OC)ccc2c1NC(=O)CCN1CCCCC1 | 16% | 1.6 | -0.26 | 0.8 | -0.48 | -1.8% | 2.7 | 1.7 | 5.0 | -0.45 | 1367 | -1.4%[50 µM] | i | -5 | 2% | nt | nt
COc1ccc(CNC(=O)C(C#N)c2nc3ccccc3nc2N2CCN(C)CC2)cc1 (stereo unspecified) | 10% | -0.014 | 0.4 | -0.33 | 1.6 | -2.9% | 5.2 | 1.2 | 4.2 | -0.78 | 1176 | 0.2% | i | 3 | -3% | -2.0 | 1157
O=C(CCn1nnc2ccccc21)Nc1nnc(Cc2ccc(F)cc2)s1 | 4% | -0.59 | -0.22 | 0.14 | 0.65 | 1.4% | 4.2 | 1.3 | 3.0 | 1.2 | 1227 | 0.1% | i | 12 | 4% | -4.6 | 915
CCN(CC)C(=O)CSC1=Nc2ccccc2C2=NC(c3ccccc3)C(=O)N12 (stereo unspecified) | -32% | 2.5 | 0.047 | 1.2 | -1.3 | 1.2% | 0.7 | 0.5 | 21 | -0.19 | 783 | 0.7% | i | 3 | 6% | nt | nt
CC(=O)OCC12COC3c4ccccc4OC(C)(CC1C)C3C2C (stereo unspecified) | 2% | 0.056 | -0.014 | 0.21 | -0.065 | nt | 2.4 | 1.9 | 8.2 | -0.14 | 1313 | 0.9% | i | -11 | -5% | -1.1 | 1101
O=c1[nH]c2cc(Cl)c([N+](=O)[O-])nc2[nH]1 | 0% | 0.23 | -0.16 | 0.33 | -0.85 | 2.4% | 4.2 | 2.2 | 2.1 | -1.1 | 1396 | -6.9% | i | 13 | 12% | 1.7 | 957
O=C(CN1CCNCC1)Nc1ccccc1Cl | -5% | -0.85 | -0.075 | -0.11 | 0.33 | -0.6% | 2.0 | 1.6 | 7.0 | 2.2 | 891 | 0.3% | nt | nt | 0% | 1.0 | 1160
CC(C)CCN(CC(=O)NC(C)(C)C)C(=O)C(=O)Nc1ccc2c(c1)OCCO2 | 0% | -0.92 | -0.27 | -0.67 | 0.58 | -0.6% | 3.5 | 1.5 | 4.3 | -0.36 | 1521 | 1.7% | i | 8 | 4% | 0.8 | 1456
Cn1ncnc1SCc1cn2cccnc2n1 | 18% | 0.89 | -0.25 | 0.63 | -0.91 | -0.6% | 3.5 | 2.4 | 0.3 | 0.24 | 1267 | -0.6% | i | -3 | -4% | 0.0 | 1114
O=C(CN(C(=O)C1COc2ccccc2O1)c1ccccc1)NCC1CCCO1 (stereo unspecified) | 3% | -0.42 | 0.31 | 0.041 | 0.47 | -0.4% | 2.2 | 1.0 | 4.7 | -0.35 | 1207 | 0.5% | i | 9 | -2% | 0.7 | 1173
CCc1ccc(C(C)NC(=O)/C(C#N)=C\c2cn[nH]c2-c2ccccc2)cc1 (stereo unspecified) | 15% | -0.68 | -0.26 | -0.037 | 1.2 | -2.4% | 1.7 | 0.7 | 9.5 | 1.3 | 1307 | -0.7% | i | 34 | 9% | 2.4 | 1212
COc1ccc(CCNC(=O)C(=O)NCCOc2ccccc2)cc1OC | -2% | -0.27 | -0.27 | 0.0078 | 0.43 | -1.5% | 3.7 | 2.9 | 2.1 | 0.25 | 1264 | 1.3% | i | 3 | -7% | -3.8 | 546
CC(=O)c1cccc(NC(=S)NC(=O)Cc2ccccc2)c1 | 5% | 0.21 | -0.31 | 0.16 | 0.47 | 0.4% | 3.0 | 2.2 | 3.6 | 0.29 | 1583 | 0.4% | i | 15 | 1% | 2.7 | 927
CC(=O)NC1C(=O)SC1(C)C (stereo unspecified) | -10% | 1.1 | 7 | 1.7 | -0.84 | -0.8% | 3.8 | 2.7 | 19 | 0.94 | 1464 | nt | i | 2 | 1% | 1.6 | 1391
CCOC(=O)c1c(NC(=O)C2C3C=CC(C3)C2C(=O)O)sc2c1CC(C)(C)OC2 (stereo unspecified) | 32% | -1.1 | -0.17 | -0.69 | -0.22 | 0.0% | 1.5 | 1.2 | 0.3 | nt | nt | 1.9% | i | -9 | 7% | -0.3 | 1512
Cc1cc(C)cc(C(=O)N2CCN=C2SCc2ccc([N+](=O)[O-])cc2)c1 | -7% | -1.5 | 0.034 | -0.58 | -0.57 | -2.3% | 4.9 | 3.8 | 4.2 | -0.52 | 1111 | 2.5% | i | 11 | 5% | -0.3 | 1102
c1ccc(CSc2ccc(-c3cccnc3)nn2)nc1 | 13% | 0.41 | -0.23 | 0.13 | 0.49 | -0.3% | 3.5 | 2.0 | 1.1 | -0.93 | 1382 | 0.4% | i | 17 | -1% | -1.1 | 1051
COc1cccc(N(CC(=O)NC(C)c2ccccc2)S(C)(=O)=O)c1 (stereo unspecified) | -2% | 0.51 | -0.29 | 0.69 | -0.6 | -1.5% | 4.1 | 2.8 | 7.6 | 1.1 | 1284 | -0.3% | i | -3 | 0% | -1.1 | 822
Cc1cc(NC(=O)CSc2nc(CC(C)(C)C)nc3c2c(=O)n(C)c(=O)n3C)no1 | 3% | -0.67 | -0.27 | -0.38 | 0.82 | nt | 3.6 | 3.5 | 3.3 | -0.71 | 1951 | 4.7% | i | 6 | -3% | -0.3 | 1159
CC1=C(C#N)C(c2cn(-c3ccccc3)nc2-c2cccs2)C(C#N)=C(C)N1 | -7% | 0.13 | 0.22 | -0.093 | 0.093 | 2.9% | 1.4 | 2.0 | 6.5 | 0.03 | 1305 | -0.5% | i | 4 | -2% | -0.9 | 988
O=C(O)CN(c1ccccc1)C1SC(=O)NC1=O (stereo unspecified) | -9% | -0.63 | 0.35 | -0.067 | 0.75 | -2.7% | 1.1 | 1.6 | 6.3 | -1.1 | 1545 | 0.1% | i | 4 | 10% | 0.4 | 980
COC(=O)c1ccc(Cl)c(NC(=O)CN(c2ccccc2)S(=O)(=O)c2ccc(OC)cc2)c1 | -1% | -0.3 | -0.17 | -0.065 | -0.55 | 0.9% | 6.9 | 1.2 | 6.5 | -0.76 | 1500 | 0.7%[50 µM] | i | 16 | 2% | 0.8 | 1175
CCS(=O)(=O)N1Cc2ccccc2CC1C(=O)Nc1ccccc1OC (stereo unspecified) | -12% | -0.41 | -0.25 | 0.61 | -0.28 | nt | nt | nt | nt | 1.1 | 941 | -0.1% | nt | nt | 1% | 1.2 | 1349
COc1cc(Nc2cc(C)nc3ncnn23)cc(OC)c1OC | 11% | -0.28 | -0.16 | 0.11 | -0.036 | -3.2% | 4.4 | 2.1 | 6.2 | 0.36 | 1889 | -0.5% | i | -7 | 15% | -0.1 | 1077
O=C(NC1CCCCC1)NC1CCN(CC(=O)N2CCOCC2)CC1 | 11% | -0.84 | -0.22 | -0.26 | 0.72 | -1.5% | 2.6 | 2.0 | 7.3 | -0.62 | 881 | 0.2% | i | 3 | 0% | -1.9 | 1121
CC/C(=C\C(=O)c1ccncc1)Nc1ccc(O)cc1 | 5% | -0.44 | -0.21 | -0.13 | 0.65 | 1.7% | 1.3 | 1.4 | 4.5 | -1.8 | 1146 | 0.0% | i | 54 | 12% | nt | nt
O=C(CCN1CCCCC1)NNC(=S)NC(=O)c1ccc(Br)cc1 | 28% | 3.5 | -0.13 | 1.5 | -1.7 | -0.8% | 2.8 | 1.4 | 2.1 | -0.52 | 1160 | -1.5% | i | -3 | -12% | -4.9 | 1136
CCCCOc1ccc(-c2[nH]ncc2C=O)cc1 | 1% | 0.56 | -0.25 | 0.22 | 0.2 | -0.8% | 3.1 | 2.5 | 8.8 | 1 | 969 | 0.1% | i | 19 | 9% | -2.0 | 1143
O=C(OCC(=O)N1CCCC1)c1cccs1 | 8% | -0.4 | -0.32 | -0.19 | 0.74 | -2.6% | 6.1 | 5.1 | 6.5 | 0.1 | 1265 | 0.8% | i | -2 | 1% | -4.9 | 902
Brc1ccccc1CN1CCC(N2CCCCC2)CC1 | -4% | -0.62 | -0.36 | -0.2 | 0.53 | -1.8% | 3.4 | 2.1 | 0.2 | -0.43 | 1157 | -0.1% | i | 4 | 11% | -0.6 | 867
